Source: PubChem
RXFP1 antag: blocks the human relaxin receptor RXFP1. AID 1259400. HEK293-RXFP1, relaxin-stimulated cAMP HTRF, 30 min; active compounds read low. activity change, negative = inhibition, % at 57.5 µM. 0.59% of 350,000 active. Q9HBX9;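 active means activity change of -60% or lower, but not beyond a set lower limit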; further: on the % scale 0 is the no-effect control and ±100 the full control effect
D1 antagonist: antagonists of human D1 dopamine receptor; P21728; HEK293 TREx D1 cells, calcium flux, dopamine EC80; active compounds read low; activity change, negative = inhibition, % at 10 µM; 3.2% of 360,000 active; AID 504652; in the data active means activity change below about -30%; further: on the % scale 0 is the no-effect control and ±100 the full control effect
Target sequence (P21728 whole entry, looked up): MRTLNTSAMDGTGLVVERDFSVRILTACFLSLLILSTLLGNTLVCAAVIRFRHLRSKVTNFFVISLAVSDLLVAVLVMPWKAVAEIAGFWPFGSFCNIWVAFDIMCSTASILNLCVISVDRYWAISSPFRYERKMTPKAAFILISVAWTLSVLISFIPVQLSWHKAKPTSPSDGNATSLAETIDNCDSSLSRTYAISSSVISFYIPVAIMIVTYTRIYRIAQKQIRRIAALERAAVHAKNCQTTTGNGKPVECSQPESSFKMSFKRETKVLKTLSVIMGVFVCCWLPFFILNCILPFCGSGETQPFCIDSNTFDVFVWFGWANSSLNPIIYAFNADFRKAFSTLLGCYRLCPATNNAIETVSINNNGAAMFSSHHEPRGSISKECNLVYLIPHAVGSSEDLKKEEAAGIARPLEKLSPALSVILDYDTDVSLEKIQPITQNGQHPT
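Allosteric or orthosteric antagonism assessed as attenuation of the calcium response to EC80 dopamine, added 180 s after compound, in induced HEK293 Trex D1 cells loaded with no-wash calcium dye.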
D1 PAM: potentiators of human D1 dopamine receptor; P21728; HEK293 TREx D1 cells, calcium flux, dopamine EC20 potentiation; potentiation, % at 10 µM; 0.036% of 360,000 active; AID 504651; in the data active means potentiation above about 30%; further: 0% is about no effect
TRHR ag: TRH receptor (human) agonism. AID 493084. 0.18% of 360,000 active. activation, % at 2 µM. TRHR cells, calcium flux fluo-8, FDSS agonist mode; further: 0% is about no effect
Target sequence (P34981 whole entry, looked up): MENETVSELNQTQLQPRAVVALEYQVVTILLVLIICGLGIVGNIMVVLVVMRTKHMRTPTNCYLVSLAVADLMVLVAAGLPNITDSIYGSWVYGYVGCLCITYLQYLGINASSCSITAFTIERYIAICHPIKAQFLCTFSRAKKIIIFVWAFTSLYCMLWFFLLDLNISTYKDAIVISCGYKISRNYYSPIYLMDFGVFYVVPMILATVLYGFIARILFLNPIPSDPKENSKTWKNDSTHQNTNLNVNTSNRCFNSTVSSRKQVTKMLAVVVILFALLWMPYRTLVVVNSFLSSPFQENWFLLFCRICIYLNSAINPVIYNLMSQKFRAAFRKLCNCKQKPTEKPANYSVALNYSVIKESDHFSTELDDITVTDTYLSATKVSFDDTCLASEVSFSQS
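In this calcium-flux screen, cells bearing human TRHR are dye-loaded with fluo-8, baselined for 10 cycles, then exposed to library compounds; positive kinetic calcium responses during the agonist phase mark hits, with TRH as control.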
D2 PAM: D2 dopamine receptor (human) potentiation. P14416. HEK293 T-REx D2, calcium flux, EC20 dopamine potentiation. potentiation, % at 10 µM. 0.34% of 340,000 active;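 active means potentiation over 3 SD above the plate norm, cut at about 30% in these data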; further: 0% is about no effect
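Using a no-wash calcium dye in inducible, force-coupled HEK293 Trex cells expressing D2, we tracked fluorescence each second for 180 s after compound, then for 180 s after EC20 dopamine to detect augmented signalling.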
D1 ag: agonists of human D1 dopamine receptor. AID 504660. 1% of 360,000 active. HEK293 T-REx D1 cells, calcium flux, agonist mode. P21728. activation, % at 2 µM; further: 0% is about no effect
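Tetracycline-induced HEK293 TREx D1 cells, force-coupled to calcium signalling, were dye-loaded with a no-wash calcium kit. Compound was pin-added after a 10 s baseline. Fluorescence was read kinetically at 1 cycle/s for 180 s, with calcium rises flagged as agonism.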
TRHR enhancer: TRH receptor (human) allosteric enhancement | enhancement, % at 2 µM | AID 493056 | TRHR cells, fluo-8 calcium fluorescence, EC20 TRH enhancement | P34981 | 0.66% of 360,000 active; in the data active means enhancement above about 30%; further: 0% is about no effect
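TRHR-expressing cells loaded with fluo-8 calcium dye were read kinetically (ex 480/em 530) during compound addition, then stimulated with an EC20 of TRH (10 nM final). Enhancement of the Gq-mediated intracellular calcium response was scored.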
D2 agonist: agonists of human D2 dopamine receptor; HEK293 T-REx D2 cells, calcium flux agonist mode; P14416; 0.53% of 340,000 active; activation, % at 2 µM;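 active means activation over 3 SD above normal in the single-dose calcium agonist read, cut at about 30% in these data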; further: 0% is about no effect
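Agonism scored from kinetic calcium signal (1 read/sec, 180 s) following compound pin transfer, after a 10 s baseline. Cells: HEK293 Trex line expressing inducible D2 receptor coupled to calcium, dye-loaded after overnight culture at 30 C.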
D2 antag: D2 dopamine receptor (human) antagonism. P14416. HEK293 TREx D2 cells, calcium flux, dopamine EC80. inhibition, % at 10 µM. 2% of 340,000 active. AID 485344; in the data active means inhibition above about 30%; further: 0% is about no effect
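Tetracycline-induced HEK293 T-REx cells expressing D2 force-coupled to calcium signalling were dye-loaded, exposed to compound for 180 s, then challenged with an EC80 of dopamine; calcium flux was followed kinetically for a further 180 s.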
Numbers without * were called inactive; · = not tested or not shown. Unless noted, no stated cut-off is given here; in the data, active means activation above about 30%; inactive means the rest. Hits appear at their usual frequency. About 7.1% of those tested had a hit in this group.

[1] Cc1cc(C(=O)Nc2ccc(Br)cc2F)n(-c2ccccc2)n1
[2] CC(C)(C)c1cc[n+](-c2[nH]c(=O)sc2/C=N/NC([S-])=Nc2ccccc2)cc1
[3] CN(CC(=O)Nc1cccc(F)c1)C(=O)CCSc1ccc(F)cc1
[4] CC(CS(=O)(=O)c1ccc2c(c1)NC(=O)CS2)C(=O)NCc1ccccc1Cl (centres undefined)
[5] COc1cc(OC)c(C2=NOC(C(=O)O)C2)cc1Cl (centres undefined)
[6] O=C(NC12CC3CC(CC(C3)C1)C2)C12CC3CC(C1)CC(n1cnc(Cl)n1)(C3)C2
screen / no.	1	2	3	4	5	6
RXFP1 antag	-4	1	-27	-25	-11	2
D1 antagonist	3	4	-9	-17	6	1
D1 PAM	3	-2	-4	-6	5	6
TRHR ag	0.6	18	0.8	-0.5	0.5	0.3
D2 PAM	1	10	11	-11	-4	-4
D1 ag	2	91*	9	2	2	1
TRHR enhancer	0	1	9	-8	0	-6
D2 agonist	-0.1	·	0.2	-0.2	-0.2	0.6
D2 antag	8	·	-24	-2	-11	-23

[7] Cc1ccccc1N1C(=O)CC(N(O)c2ccccc2)C1=O (centres undefined)
[8] O=C(O)Cn1nnc2ccccc21
[9] OCC1(CO)COC(CCc2ccccc2)=N1
[10] COc1ccc(N2CCN(C(=O)CCc3nnc4ccc(N5CCCC5)nn34)CC2)cc1
[11] Cn1c(=O)c(C(=O)COC(=O)c2cc(C3CC3)nc3ccccc23)c(N)n(Cc2ccccc2)c1=O
[12] Cc1ccc(-c2nc3sc(C#N)c(N)n3c(=O)c2C#N)cc1
screen / no.	7	8	9	10	11	12
RXFP1 antag	2	-8	5	-4	·	7
D1 antagonist	10	-5	19	-30	3	-2
D1 PAM	-8	0	-5	14	-4	-6
TRHR ag	0.3	0.4	0.0	-0.3	1.5	3.4
D2 PAM	8	4	4	2	-2	-2
D1 ag	3	2	0	2	3	14
TRHR enhancer	4	-3	3	5	17	-8
D2 agonist	-0.4	0.8	1.2	0.4	1.0	5.6
D2 antag	-4	1	10	4	-10	-7

[13] Cc1ccc(S(=O)(=O)N2CCN(C(=O)c3sccc3C)CC2)cc1
[14] O=C1N=C(N2CCCC2)S/C1=C\c1cccc(Br)c1
[15] CCN(CC)C(=O)C1CCN(C(=O)c2oc3ccc(C)cc3c2C)CC1
[16] O=C(c1cccc(N2C(=O)C3C4C=CC(C4)C3C2=O)c1)N1CCN(c2ccccc2)CC1 (centres undefined)
[17] CCCC1(CCC)NC(=O)NC1=O
[18] O=C(COC(=O)CN1C(=O)c2ccccc2C1=O)Nc1cccc(F)c1
screen / no.	13	14	15	16	17	18
RXFP1 antag	6	-6	-11	-4	-11	6
D1 antagonist	8	3	0	-1	-8	-30
D1 PAM	-3	-1	13	-6	-6	-6
TRHR ag	-0.3	-0.3	-0.6	2.1	0.5	-0.5
D2 PAM	14	-7	-9	3	·	-10
D1 ag	1	4	1	5	2	4
TRHR enhancer	-3	-7	6	3	7	5
D2 agonist	-0.7	-0.1	0.7	0.9	·	0.2
D2 antag	5	21	12	-7	·	15

[19] O=C1CC(C(=O)NCCc2ccccc2)SC(=Nc2ccccc2)N1 (centres undefined)
[20] COc1cc(OC)nc(NC(=O)CCl)n1
[21] CC(=O)Oc1ccc(-c2ccc(C(=O)NCCc3ccc(S(N)(=O)=O)cc3)cc2)cc1
[22] Cc1ccc(Cl)cc1NC(=O)C1CCCN1S(=O)(=O)c1ccc(-c2ccc(=O)[nH]n2)s1 (centres undefined)
[23] O=C(N/N=C/c1ccccn1)NC12CC3CC(CC(C3)C1)C2
[24] O=C(CCl)Nc1ccc(Oc2cnc3ccccc3n2)cc1
screen / no.	19	20	21	22	23	24
RXFP1 antag	-12	-6	-8	-2	-4	15
D1 antagonist	7	-20	5	10	7	10
D1 PAM	-5	-5	-1	-2	5	0
TRHR ag	0.0	-0.2	0.4	4.1	-0.7	-0.7
D2 PAM	3	3	·	-4	30	-7
D1 ag	3	1	2	6	3	1
TRHR enhancer	0	6	4	10	-1	0
D2 agonist	-0.7	-1.3	·	0.3	-1.5	·
D2 antag	-1	-6	·	-6	-6	6

[25] CN(C)CCNC(=O)c1ccc(Cn2c(SCc3ccc(F)cc3)nc3cccnc32)cc1
[26] CC(CN1CCCC1)OC(=O)COc1ccccc1 (centres undefined)
[27] COc1cccc(CNC(=O)CN2C(=O)N(c3c(C)cccc3C)S(=O)(=O)c3ccccc32)c1OC
[28] CCN1C(=O)CC(NNC(=O)c2ccc(Cl)cc2)C1=O (centres undefined)
[29] O=C(Nc1ccc(Cl)cc1F)C1CC1
[30] NC(=O)C1CCN(CC(=O)N2c3ccccc3CCc3ccccc32)CC1
screen / no.	25	26	27	28	29	30
RXFP1 antag	-10	3	·	-3	6	-6
D1 antagonist	-2	-15	3	1	-11	-26
D1 PAM	-4	-4	-1	-6	1	-6
TRHR ag	-1.0	0.4	0.2	-0.1	0.2	0.0
D2 PAM	3	·	-12	-10	10	·
D1 ag	9	2	5	3	1	1
TRHR enhancer	21	5	-4	7	9	-3
D2 agonist	0.2	·	0.2	-0.6	·	·
D2 antag	·	·	·	5	·	·

[31] NC(=O)C1CCCN(CC(=O)N2CCN(c3ccccc3)CC2)C1 (centres undefined)
[32] Cc1ccc(/C=C(\C#N)C(=O)NC(C)C)o1
[33] CCn1cc(Cl)c(C(=O)N2N=C(c3ccc4ccccc4c3)CC2c2ccccc2O)n1 (centres undefined)
[34] Cc1ccc(S(=O)(=O)N(C)C)cc1NC(=O)COC(=O)/C=C/c1cnc2ccccc2n1
[35] CCCCCCOc1ccc(C(CC(=O)O)C(N)=O)cc1 (centres undefined)
[36] COc1ccc(-c2nn(-c3ccc(C)cc3)c3c2cnc2ccc(C)cc23)cc1OC
screen / no.	31	32	33	34	35	36
RXFP1 antag	12	-4	-12	-2	7	·
D1 antagonist	4	-13	1	16	36	7
D1 PAM	-2	-7	1	8	4	11
TRHR ag	0.6	-0.3	1.1	-1.1	0.3	1.1
D2 PAM	10	5	14	·	18	7
D1 ag	1	3	8	-3	0	1
TRHR enhancer	-4	-2	-9	-2	3	0
D2 agonist	-0.5	0.1	-0.2	·	-0.4	-0.4
D2 antag	10	7	-21	·	-22	·

[37] N#Cc1c(NC(=O)c2ccc(-c3ccccc3[N+](=O)[O-])o2)sc2c1CCCC2
[38] C[C@H](NC(N)=O)C(=O)OCC(=O)NCc1cccs1
[39] COc1ccc(S(=O)(=O)N(C)Cc2nc(-c3cccc(C)c3)no2)cc1
[40] Cc1cccn2cc(-c3cccc(NC(=O)c4cccs4)c3)nc12
[41] O=C(N/N=C/c1cccnc1)c1cc(O)c(O)c(O)c1
[42] CCOc1ccc2[nH]c3ncccc3c(=O)c2c1
screen / no.	37	38	39	40	41	42
RXFP1 antag	0	-14	-4	17	-35	25
D1 antagonist	-13	11	1	-3	-8	16
D1 PAM	1	3	3	1	0	6
TRHR ag	-0.5	0.5	1.0	-0.4	0.4	0.0
D2 PAM	-14	-3	-2	0	-7	-5
D1 ag	0	3	9	2	1	19
TRHR enhancer	-8	4	-5	-3	-3	-5
D2 agonist	0.3	-0.3	·	0.0	1.5	1.5
D2 antag	21	-9	·	-17	20	-3

[43] COc1ccc(/C(N)=N/OC(=O)C2CCCCC2)cc1
[44] CC(=O)N1CCN(c2ncnc3sc(-c4ccccc4)cc23)CC1
[45] COc1ccc(C(=O)N2CCCc3ccccc32)cc1Br
[46] O=C(NCCN1CCOCC1)c1cccc(Cl)c1
[47] O=C(NCc1ccccc1)c1nc(-c2ccc(Cl)cc2)n2c1CCCCC2
[48] CN(Cc1nc2ccccc2c(=O)[nH]1)Cc1cc(=O)oc2ccc3ccccc3c12
[49] Cc1ccc(C)c(N2CCN(C(=O)Cn3c(=O)oc4cc(S(=O)(=O)N5CCCC5)ccc43)CC2)c1
[50] Cc1ccc(CC(CC(=O)O)C(=O)NC2CCCCC2)cc1 (centres undefined)
screen / no.	43	44	45	46	47	48	49	50
RXFP1 antag	-1	-2	-11	1	-16	18	·	-9
D1 antagonist	0	-2	1	-14	-1	·	2	-3
D1 PAM	-6	-8	0	-4	5	0	-4	-2
TRHR ag	1.1	-0.2	0.2	1.8	1.2	0.0	-0.7	0.4
D2 PAM	1	6	1	-16	-13	·	7	10
D1 ag	2	1	8	3	4	0	6	2
TRHR enhancer	0	40*	1	-7	-28	-6	-4	-3
D2 agonist	-0.2	-0.5	0.3	2.3	-0.4	·	-0.3	-0.1
D2 antag	-7	-24	-15	33*	·	·	-5	-6

Entries shown so far with an aryl methoxy group (8):
[5] COc1cc(OC)c(C2=NOC(C(=O)O)C2)cc1Cl (centres undefined)
[10] COc1ccc(N2CCN(C(=O)CCc3nnc4ccc(N5CCCC5)nn34)CC2)cc1
[20] COc1cc(OC)nc(NC(=O)CCl)n1
[27] COc1cccc(CNC(=O)CN2C(=O)N(c3c(C)cccc3C)S(=O)(=O)c3ccccc32)c1OC
[36] COc1ccc(-c2nn(-c3ccc(C)cc3)c3c2cnc2ccc(C)cc23)cc1OC
[39] COc1ccc(S(=O)(=O)N(C)Cc2nc(-c3cccc(C)c3)no2)cc1
[43] COc1ccc(/C(N)=N/OC(=O)C2CCCCC2)cc1
[45] COc1ccc(C(=O)N2CCCc3ccccc32)cc1Br
screen / no.	5	10	20	27	36	39	43	45
RXFP1 antag	-11	-4	-6	·	·	-4	-1	-11
D1 antagonist	6	-30	-20	3	7	1	0	1
D1 PAM	5	14	-5	-1	11	3	-6	0
TRHR ag	0.5	-0.3	-0.2	0.2	1.1	1.0	1.1	0.2
D2 PAM	-4	2	3	-12	7	-2	1	1
D1 ag	2	2	1	5	1	9	2	8
TRHR enhancer	0	5	6	-4	0	-5	0	1
D2 agonist	-0.2	0.4	-1.3	0.2	-0.4	·	-0.2	0.3
D2 antag	-11	4	-6	·	·	·	-7	-15
